Source: PubChem (several laboratories)
FID counter: displaces DNA intercalator in HCV helicase counter-screen | inhibition, % at 7.9 µM | DNA fluorescent intercalator displacement, fluorescence | 290,000 tested, 0.17% active; in the data active = inhibition above about 37%;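 note: 0% = vehicle and 100% = reference compound; higher means more ethidium bromide displaced from hairpin DNA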
PHOSPHO1 block: inhibitors of human PHOSPHO1 phosphatase. recombinant PHOSPHO1, absorbance phosphatase assay. inhibition, % at 13.3 µM. 290,000 tested, 1.1% active. AID 1565; in the data active = inhibition above about 60%
Target sequence (Q8TCT1 whole entry, looked up): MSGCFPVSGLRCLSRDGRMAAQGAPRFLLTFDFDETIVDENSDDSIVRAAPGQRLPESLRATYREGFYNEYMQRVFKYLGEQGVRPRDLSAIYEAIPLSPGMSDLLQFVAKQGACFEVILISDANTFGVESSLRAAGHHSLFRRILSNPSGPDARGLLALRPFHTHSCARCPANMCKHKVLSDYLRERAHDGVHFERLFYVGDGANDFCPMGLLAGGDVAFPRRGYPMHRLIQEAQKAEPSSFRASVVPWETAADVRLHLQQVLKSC
V1R ag counter: counter-screen for oxytocin receptor agonists: human V1a receptor agonists; P37288; CHO-V1R cells, Fluo-8 calcium fluorescence, agonist mode; 0% DMSO, 100% 3 nM vasopressin; activation, % at 3 µM; 320,000 tested, 0.25% active; AID 2797;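 active = activation above the mean activation of all tested compounds plus 3 SD, per screening run, cut at about 20% in these data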;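 note: signal is peak over basal fluorescence ratio across a 100 second FLIPR read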
GPR7 antagonist: antagonists of human GPR7 (neuropeptides B/W receptor 1); P48145; GPR7-expressing cells, fluorescence antagonist assay; inhibition, % at 4.4 µM; 290,000 tested, 1.1% active; AID 1861; in the data active = inhibition above about 16%, passing the limit was not always enough;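 note: cells stimulated with the agonist NPW; 0% = agonist with vehicle and 100% = vehicle without agonist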
IMP-1 inh: inhibitors of Pseudomonas aeruginosa IMP-1 metallo-beta-lactamase; purified IMP-1, nitrocefin hydrolysis, epi-absorbance fluorescence; inhibition, % at 5.6 µM; 290,000 tested, 0.45% active;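 active = inhibition above the mean plus 3 SD of all compounds in the same screening run, cut at about 4.5% in these data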;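 note: 0% = IMP-1 with DMSO and 100% = DMSO wells lacking enzyme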
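Assay system: purified IMP-1; Quantity: IMP-1 0.2 nM before substrate addition; Medium: HEPES buffer pH 7.1 with ZnSO4 and Brij 35; Incubation: 15 min enzyme–compound preincubation, then 25 min nitrocefin reaction, 25 °C; Signal: fluorescence quenching readout, ex 480/em 530 nm; Controls: DMSO with and without IMP-1; Repeats: singlicate testing.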
GalR3 antagonist: human GalR3 antagonism. inhibition, % at 3 µM. O60755. HEK293 GalR3-CNG cAMP membrane potential fluorescence; galR3 body fused to GalR1 C-terminus. 360,000 tested, 0.44% active;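 active = inhibition above the screen-wide average plus 3 SD, cut at about 13% in these data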;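 note: forskolin and galanin both at EC90 stimulate the cells; cAMP rise reported by CNG channel membrane potential dye signal; 0% = forskolin plus galanin with DMSO and 100% = forskolin alone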
Target sequence (O60755 1-299 limits assumed): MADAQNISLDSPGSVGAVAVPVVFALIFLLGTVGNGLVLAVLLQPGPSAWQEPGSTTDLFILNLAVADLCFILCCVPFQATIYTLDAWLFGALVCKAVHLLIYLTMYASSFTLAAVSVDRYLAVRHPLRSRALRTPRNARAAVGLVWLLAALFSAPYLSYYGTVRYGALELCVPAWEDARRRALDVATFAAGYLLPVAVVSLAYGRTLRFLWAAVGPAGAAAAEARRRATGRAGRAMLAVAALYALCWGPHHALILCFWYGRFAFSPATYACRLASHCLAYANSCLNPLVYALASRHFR
OXTR ag: human OXTR agonism; activation, % at 3 µM; CHO-OTR cells, Fluo-8 calcium fluorescence; normalized: DMSO 0%, oxytocin 100%; P30559; AID 2435; 320,000 tested, 0.32% active;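 active = activation above the mean of all tested compounds plus 3 SD, cutoff set per screening run, cut at about 20% in these data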;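 note: peak over basal fluorescence ratio from a 100 s FLIPR kinetic read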
Target sequence (P30559 whole entry, looked up): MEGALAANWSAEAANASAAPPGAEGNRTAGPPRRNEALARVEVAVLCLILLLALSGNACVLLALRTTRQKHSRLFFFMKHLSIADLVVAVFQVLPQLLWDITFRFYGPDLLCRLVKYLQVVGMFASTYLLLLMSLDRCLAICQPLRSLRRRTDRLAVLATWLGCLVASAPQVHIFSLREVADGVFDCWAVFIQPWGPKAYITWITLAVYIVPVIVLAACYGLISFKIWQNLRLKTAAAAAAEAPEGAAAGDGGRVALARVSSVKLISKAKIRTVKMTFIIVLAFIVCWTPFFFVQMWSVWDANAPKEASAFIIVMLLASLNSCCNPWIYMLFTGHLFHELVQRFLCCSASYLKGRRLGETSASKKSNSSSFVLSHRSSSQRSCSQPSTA
VIM-2 inhibitor: blocks Pseudomonas aeruginosa VIM-2 metallo-beta-lactamase. purified VIM-2, nitrocefin hydrolysis, epi-absorbance fluorescence. inhibition, % at 5.6 µM. 290,000 tested, 0.89% active. AID 1527;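 active = inhibition above the mean of all tested compounds plus 3 SD, cutoff set per screening run, cut at about 7.5% in these data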;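 note: red hydrolysis product quenches plate fluorescence so inhibitors raise well fluorescence; 0% = enzyme with DMSO and 100% = DMSO without enzyme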
HCV NS3 hel inh: inhibitors of Hepatitis C virus NS3 helicase; 290,000 tested, 0.56% active; AID 1800; inhibition, % at 10.9 µM; NS3 helicase DNA unwinding, Cy5 molecular beacon fluorescence;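 active = inhibition above the mean of all tested compounds plus 3 SD, set per campaign, cut at about 35% in these data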;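 note: 0% = DMSO wells and 100% = thioflavine S control wells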
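System: Hepatitis C virus NS3 helicase domain fragment enzyme | Reagent: Annealed dual-labelled DNA beacon duplex, ATP-started | Compound dosing: 10.9 µM single point, 0.8% DMSO | Incubation: 1 h reaction at 25 °C, ATP-initiated | Technique: Cy5 fluorescence | Evaluation: Percent inhibition from t60/t0 fluorescence ratio | Benchmarks: Low DMSO, high thioflavine S at 110 µM | Replication: Singlicate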
An asterisk follows results filed as active; . = no result given.

compound	FID counter	PHOSPHO1 block	V1R ag counter	GPR7 antagonist	IMP-1 inh	GalR3 antagonist	OXTR ag	VIM-2 inhibitor	HCV NS3 hel inh
COc1ccc(CCNC(=O)c2c(N)no[n+]2[O-])cc1OC	-6.7	32.0	1.0	-7.1	-2.5	-2.5	0.6	-5.3	-17.3
COC(=O)c1c(NC(=O)c2ccco2)sc2c1CCN(C(C)=O)C2	-29.0	42.6	0.8	0.3	-1.3	-1.6	-0.6	20.7*	13.5
COc1ccc(C(=O)NNC2=NC(C)(C)Cc3cc(C)c(C)cc32)cc1	-10.1	-14.0	-0.1	-3.8	-1.6	0.9	-1.0	-5.2	-1.3
Cc1[nH][nH]c(=O)c1N=Nc1ccc(Cl)cc1	-4.0	5.9	1.2	-7.1	-3.1	-1.4	-1.7	-3.9	-5.0
O=C(NCc1ccco1)C(=O)NCC1OCCCN1S(=O)(=O)c1ccc(Cl)cc1 (stereo not given)	-13.7	16.1	1.0	-4.3	-1.6	-0.4	-0.2	-1.6	-2.7
O=C1C(=O)N(CCS(=O)(=O)c2ccccc2)c2ccc(Cl)cc21	-2.0	19.9	0.9	21.7	-1.6	-7.0	0.4	-6.0	-0.1
C=CCn1c(N)c(C(=O)Nc2ccccc2)c2nc3ccccc3nc21	6.6	24.2	0.1	11.9	-1.5	-7.4	1.8	0.6	-7.8
CCCCC(=O)Nc1cc(OC)c(NC(=O)C2CCCCC2)cc1OC	-16.8	-5.1	-0.6	-11.6	-4.3	-5.8	-1.1	-0.1	8.1
COc1ccc(CC(=O)O/N=C(\N)c2ccc(C)cc2)cc1	-8.4	32.1	-0.3	-3.0	-1.6	-4.9	-3.2	-3.3	16.0
Cc1cc(N)ccc1N=Nc1c(C)n(C)n(-c2ccccc2)c1=O	-6.6	-9.7	-0.5	1.2	-4.7	-9.5	-0.6	-3.3	-4.5
CCOC(=O)C1CCN(C(=O)CN(c2ccc(OC)cc2)S(=O)(=O)c2c(C)nn(C)c2C)CC1	-32.2	-9.2	0.3	-0.4	-3.9	.	-0.6	-3.4	1.2
O=C(NCCCN1CCOCC1)c1cc(-c2ccc3c(c2)OCO3)nc2ccccc12	15.9	4.3	1.1	-1.5	-4.5	1.0	0.1	-3.4	-5.2
COc1ccc(OC)c(CCNC(=O)c2cccc(NC(=O)C3=C(C)OCCS3)c2)c1	-47.1	31.5	3.6	20.8	-2.4	-7.6	2.0	-5.2	3.0
CCC(=O)Nc1nnc(Cc2ccccc2)s1	-4.8	-26.6	0.6	-15.3	-6.9	2.6	0.2	-1.3	-7.2
CCc1ccc(/C=N/NC(=O)c2ccccn2)cc1	-6.5	-12.2	-0.5	-0.9	-1.2	-3.5	-0.8	-2.2	0.3
COc1ccccc1NS(=O)(=O)c1cc(C(=O)NCc2ccco2)ccc1C	-10.0	25.7	1.8	-2.5	-2.0	-1.3	1.6	1.1	0.8
COc1ccc(Cc2nnc(NC(=O)c3cccs3)s2)cc1OC	0.3	-12.6	1.7	-0.5	-0.8	-0.6	0.3	-0.8	-4.7
CS(=O)(=O)c1[nH]nc(-c2ccccc2)c1C#N	-0.8	10.5	0.4	-4.8	-0.9	5.9	-0.6	-2.8	-0.7
CCc1ccc(N(C(=O)CNC(=O)c2ccco2)C(C(=O)NC2CCCC2)c2ccncc2)cc1 (stereo not given)	-44.5	20.0	1.9	-0.8	-3.9	-8.2	2.0	-4.5	-5.5
COc1ccc(/C=C(/NC(=O)c2ccccc2Cl)C(=O)O)cc1	-1.7	14.8	1.1	-17.8	-1.8	-0.9	0.1	-1.6	1.6
Cc1ccc(C(=O)C(C)OC(=O)c2nc(Cl)ccc2Cl)cc1 (stereo not given)	-24.4	25.0	0.0	-19.7	-1.3	-0.3	-1.4	-4.5	5.2
Cc1ccc(C)c(CSc2nnc(CCN)o2)c1	5.0	2.9	-0.8	2.5	-0.9	-3.9	1.6	1.2	-12.2
c1ccc(COc2ccc(CN3CCN(c4ccccn4)CC3)cc2)cc1	-1.5	13.8	0.7	-5.2	-7.1	-2.3	-0.8	-4.1	-18.2
Cc1ccc(Cl)cc1N1CCN(S(=O)(=O)c2ccc3[nH]c(=O)ccc3c2)CC1	-20.6	1.8	-0.4	-16.4	-3.2	.	-0.6	-1.8	-17.6
O=C(Nc1ccccc1)C1=C[C@@H](c2coc3ccccc3c2=O)C[C@@H](OCCCCO)O1	-33.4	11.8	-0.6	-13.7	-2.9	-6.7	-1.5	-2.8	2.1

VIM-2 inhibitor: what is marked active above
| mol | PHOSPHO1 block | GPR7 antagonist | IMP-1 inh | GalR3 antagonist | VIM-2 inhibitor | HCV NS3 hel inh |
| --- | --- | --- | --- | --- | --- | --- |
| COC(=O)c1c(NC(=O)c2ccco2)sc2c1CCN(C(C)=O)C2 | 42.6 | 0.3 | -1.3 | -1.6 | 20.7* | 13.5 |

Following part
compound	FID counter	PHOSPHO1 block	V1R ag counter	GPR7 antagonist	IMP-1 inh	GalR3 antagonist	OXTR ag	VIM-2 inhibitor	HCV NS3 hel inh
O=C(CC(SCCO)c1ccc2c(c1)OCO2)c1ccco1 (stereo not given)	-2.3	17.3	0.7	6.6	-1.5	-0.6	-0.5	-1.1	7.7
O=S(=O)(c1ccc(N2CCOCC2)nc1)N1CCOCC1	1.1	-10.7	-0.7	0.9	-2.0	-5.8	0.2	-1.3	-2.6
COc1ccc(CC(=O)OCC(=O)NC(=O)NC(C)C)cc1	-6.0	-17.7	0.1	3.6	-7.5	-5.4	-0.4	-1.3	1.4
CCn1c(COc2ccccc2C)nnc1SCC(=O)Nc1ccc2c(c1)OCCO2	-11.8	-25.3	.	-4.1	-4.5	-4.8	.	-4.0	-5.5
CCn1c(C)nnc1SCC(=O)Nc1ccccc1Cl	-1.5	.	1.1	-12.6	-2.7	-8.6	0.9	-2.1	4.4
Cc1cc2ccccc2nc1SCC(=O)Nc1nc(-c2ccccc2)cs1	4.8	-4.2	-0.2	-4.5	-3.7	-1.4	0.2	-0.6	5.2
CN(C)S(=O)(=O)Oc1ccccc1C(=O)Nc1ccc(F)cc1	-0.7	7.7	0.8	-5.1	-0.5	-3.5	0.0	-0.6	4.4
O=C(CSc1nnc2c(n1)[nH]c1ccc(F)cc12)Nc1ccccc1F	1.6	35.1	0.3	-0.1	3.9	-8.8	0.9	-1.6	-9.0
O=C1NCC(COc2cccc3ccccc23)O1 (stereo not given)	-1.1	24.5	0.6	14.9	-3.1	18.7*	-0.3	-2.9	-2.8
CC1CCCCN1C(=O)c1cc(F)c(F)cc1Cl (stereo not given)	-2.8	25.1	-0.1	8.5	-2.8	-2.1	-0.8	-1.3	-5.9
CC1=C(C(=O)OC(C)(C)C)C(c2cccs2)NC(=O)N1 (stereo not given)	-9.3	-5.7	2.9	-9.7	-2.2	2.2	-1.7	0.0	7.9
CCCc1cc(=O)[nH]c(SCC(=O)N(C)Cc2ccccc2)n1	-7.8	11.4	0.5	-13.1	-2.0	-3.1	-1.2	-1.7	-8.8
COC(=O)c1ccc(NC(=O)CSc2nnc(-c3ccncc3)n2N)cc1	-0.1	12.7	0.7	-15.4	-2.5	-5.2	0.9	1.4	-5.8
Cn1c(=O)c2ncn(CC(=O)NCCOc3ccccc3)c2n(C)c1=O	-0.9	-14.2	0.0	-2.1	0.5	-1.2	0.3	-1.4	-4.2
CC(C)CC(NC(=O)/C(=C/c1ccco1)NC(=O)c1ccc(Br)o1)C(=O)O (stereo not given)	-20.4	.	2.1	-11.2	-0.7	-6.7	1.1	-1.5	14.9
Cc1nn2c(NCCN(C)C)c3c(nc2c1-c1ccccc1)CCC3	16.1	0.1	0.1	-3.8	-0.8	-4.8	-0.8	3.0	-0.9
Cc1ccc(CSc2nnc3c(n2)OC2(Nc4ccccc4-3)C(=O)Nc3ccc(F)cc32)cc1 (stereo not given)	-7.5	49.6	0.7	-4.5	-2.9	-4.2	1.8	-2.8	6.1
CCOC(=O)CNC(=O)c1cn(C)c(=O)c2cc(OC)c(OC)cc12	-2.4	-33.9	-0.1	-11.2	-4.3	-4.9	-0.8	-3.9	3.5
COc1ccc2c(c1)OC(O)(C(F)(F)C(F)F)CC2=O (stereo not given)	-0.5	0.1	10.8	-10.7	-1.3	-10.1	9.1	-0.5	-5.9
Cc1ccc(NC(=O)CSc2cn[nH]n2)cc1	-9.3	23.9	1.4	-9.2	-0.1	-8.8	0.6	-1.6	21.2
Cc1cccc(N/C(=N/S(=O)(=O)c2ccccc2)c2ccccc2)n1	-18.1	-42.7	-0.8	-19.9	-1.8	-3.6	0.3	-1.2	0.6
Cc1ccccc1NC(=S)NC(=O)/C=C/c1ccco1	-13.8	13.8	0.3	-0.8	-0.9	-11.5	-1.0	-1.5	5.6
CCCC(C(=O)Nc1cc(S(=O)(=O)N2CCOCC2)ccc1OC)c1ccccc1 (stereo not given)	-34.0	14.5	0.2	-19.6	-1.4	-3.1	-0.3	-2.2	-1.2
COc1ccc(-c2noc(C3CCCN(C(=O)c4ccc(F)cc4)C3)n2)cc1 (stereo not given)	-34.2	-12.5	7.6	1.0	-4.7	-0.8	8.1	-0.3	-4.5
COc1ccccc1N1CCN(C2CCCN(C(=O)c3ccsc3)C2)CC1 (stereo not given)	2.4	-5.7	1.0	5.3	-2.1	0.7	-0.7	-1.7	-11.6
O=C(NCC(=O)N(c1ccc2c(c1)OCCO2)C(C(=O)NC1CCCC1)c1ccco1)c1ccco1 (stereo not given)	-26.0	-5.8	0.3	-9.1	-4.0	-5.0	0.9	-5.5	-0.3
CCn1c(C)nc2cc(C(=O)N/N=C/c3ccc(O)c(O)c3O)ccc21	-25.0	3.6	.	-18.0	-1.4	-2.6	.	-1.8	34.4
